Source: PubChem BioAssay
HIF-2a block = blocks HIF-2a reporter activity | 786-0 RCC cells HIF-2a reporter, luciferase luminescence, overnight | inhibition, % at 18.8 µM | hit rate 0.72% among 360,000 | AID 624352;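 active means inhibition of the luminescence signal of 40% or more relative to plate controls, in a single-dose primary screen at 18.75 µM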
TWEAK-Fn14 inh = blocks TWEAK-Fn14 interaction in a reporter cell assay | TWEAK-stimulated Fn14 reporter cells, luciferase luminescence, 8 h | inhibition, % at 10 µM | hit rate 2% among 360,000 | AID 1159606; in the data active means inhibition above about 50%
Peg3 prom inh = Peg3 promoter activity inhibition | hit rate 1.7% among 360,000 | HeLa PEG-Prom luciferase reporter, luminescence, overnight | inhibition, % at 20 µM;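 active means inhibition of at least 50% at 20 µM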
Shn3 inh set2 = reduces Shn3 3'UTR luciferase signal in osteoblasts | Clone20 osteoblast Shn3 3'UTR firefly luciferase, 24 h | inhibition, % at 12.5 µM | hit rate 0.52% among 360,000 | AID 588674;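 active means mean inhibition of at least 75% with every replicate also reaching 75%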;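 further: 0% = median of neutral control wells and 100% = pilot-screen positive control compound; some compounds past the cut are filed as inactive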
CF NFkB block = cystic fibrosis NF-kB activation inhibition | KKLEB NF-kB-GFP reporter, PAF-induced, GFP fluorescence overnight | inhibition, % at 5 µM | hit rate 0.86% among 360,000 | AID 588850;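 active means at least 50% inhibition at 5 µM, scaled per plate between neutral and stimulator controls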;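 further: PAF is a Pseudomonas aeruginosa culture filtrate used as stimulus; plate controls were PAF-stimulated DMSO wells for no effect and unstimulated DMSO wells for full effect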
NR2E3 ag-1 = activates human photoreceptor nuclear receptor NR2E3; Q9Y5X4; GST-NR2E3/biotin-RetCOR TR-FRET, 1536-well; inhibition of corepressor binding, % at 4.78 µM; hit rate 0.12% among 320,000; AID 2300;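 active means percent inhibition above the cutoff of mean plus 3 SD of all tested compounds, set per screening campaign, cut at about 20% in these data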;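 further: 0% = DMSO wells and 100% = biotin wells as full block of FRET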
Target sequence (Q9Y5X4 whole entry, looked up): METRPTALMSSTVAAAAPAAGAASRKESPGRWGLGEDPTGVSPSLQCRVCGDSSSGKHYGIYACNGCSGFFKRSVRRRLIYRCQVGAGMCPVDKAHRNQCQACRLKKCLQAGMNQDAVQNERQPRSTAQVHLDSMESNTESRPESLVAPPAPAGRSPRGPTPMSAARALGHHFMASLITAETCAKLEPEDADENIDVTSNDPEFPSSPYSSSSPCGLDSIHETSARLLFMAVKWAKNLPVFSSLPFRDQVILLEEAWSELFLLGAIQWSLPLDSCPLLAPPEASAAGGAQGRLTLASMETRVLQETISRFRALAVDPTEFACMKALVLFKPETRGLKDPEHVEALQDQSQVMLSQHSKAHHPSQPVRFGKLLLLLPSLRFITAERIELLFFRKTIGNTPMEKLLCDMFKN
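Material: NR2E3–RetCOR corepressor complex | Quantity: 1.35 nM GST-tagged NR2E3 final | Schedule: 5 h at 4 °C | Replication: Singlicate compound wells | Reagent: RetCOR corepressor, biotinylated, 7 nM | Controls: Biotin wells as high control, 0.6% DMSO wells as low control | Signal: TR-FRET, Eu(K)-anti-GST donor, streptavidin-D2 acceptor, ex 340, em 617/671 nm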
hiPSC survival = hiPSC single-cell survival enhancement. hit rate 0.044% among 360,000. ATPlite luminescence; 100% = ROCK inhibitor wells, 0% = DMSO. survival enhancement, % at 20 µM; in the data active means survival enhancement above about 18%;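 further: cells exposed to compounds for 16 hours before the ATP read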
KKLEB cytotox = counter-screen for CF NF-kB inhibitors: cytotoxicity. KKLEB CF airway cells viability, ATPlite luminescence, overnight; active compounds read low; cells stimulated with P. aeruginosa culture filtrate. activity change (cytotoxicity), % at 5 µM. hit rate 0.36% among 360,000;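 active means corrected activity change at or below -50% at 5 µM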
TRPM1 prom inh = MITF TRPM1 promoter inhibition in SK-MEL-5 cells. inhibition, % at 12.5 µM. hit rate 0.83% among 330,000. SK-MEL-5 TRPM1 promoter luciferase, 24 h;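 active means mean inhibition across replicates of 60% or more, whatever share of single replicates reaches that level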; further: values of inactives mirror those of a sister screen read the other way
aDG glyco act = alpha-DG glycosylation activation; hit rate 0.22% among 360,000; activation, % at 10 µM; Pro5-aDG cells, alpha-DG glycosylation AlphaScreen (IIH6); 0% Pro5, 100% B10-LARGE cell signal;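 active means activation of at least 8% versus controls, or a plate z-score of at least 8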;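 further: Pro5 are CHO cells carrying HIG-tagged alpha-DG that lacks glycosylation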
NR2E3 ag-2 = agonists of human NR2E3 nuclear receptor | Q9Y5X4 | CHO-S Gal4-NCOR/VP16-NR2E3 two-hybrid, luciferase | inhibition of corepressor binding, % at 3.98 µM | hit rate 0.35% among 360,000 | AID 602229;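 active means inhibition above the mean of all tested compounds plus 3 SD, cut at about 70% in these data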;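 further: 0% = DMSO with NR2E3 transfected cells and 100% = cells lacking NR2E3 construct; higher means lower luciferase signal from less NR2E3 corepressor binding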
Numbers without * were called inactive; · = not tested or not shown.

mol	HIF-2a block	TWEAK-Fn14 inh	Peg3 prom inh	Shn3 inh set2	CF NFkB block	NR2E3 ag-1	hiPSC survival	KKLEB cytotox	TRPM1 prom inh	aDG glyco act	NR2E3 ag-2
CC(=O)c1c(C)[nH]c(C(=O)OCC(=O)NC(C)c2ccccc2)c1C (centres undefined)	7.5	16.8	13.5	-27.2	-24.1	·	2.0	4.7	·	0.0	-4.4
CCOc1ccccc1NC(=O)C1CCN(S(=O)(=O)c2cccc3cccnc23)CC1	14.9	-7.3	0.2	6.4	-16.9	-1.4	-1.7	5.2	11.4	0.1	-17.6
COc1ccc(CN(CC2CCCO2)C(=O)CN2C(=O)C(C)Oc3ccc(C)cc32)cc1OC (centres undefined)	15.7	20.3	20.3	-18.7	-10.1	1.2	-3.5	3.8	2.7	-0.2	17.7
COc1cc(S(=O)(=O)N2CCN(C)CC2)c(OC)cc1Br	6.1	2.8	7.5	-9.0	12.8	-0.8	-1.2	-15.3	6.2	-0.3	-0.9
O=C(O)c1cc([N+](=O)[O-])ccc1NCCc1ccccc1	24.7	-13.9	4.0	13.5	4.6	-3.0	0.7	-14.2	8.5	-0.2	-6.9
CC(OC(=O)/C=C/c1cccc(F)c1)C(=O)NC1CCCCC1C (centres undefined)	0.3	1.4	-0.6	12.6	13.9	-1.6	-0.6	-2.5	14.6	0.2	-7.2
COc1ccc(OC)c(S(=O)(=O)NCc2ccccn2)c1	9.1	9.9	7.1	12.7	-3.0	3.9	-0.3	1.6	13.9	0.3	-28.6
N/C(=N/OCc1cccc([N+](=O)[O-])c1)c1nonc1N	-35.5	-0.5	-33.7	-11.6	20.9	-2.1	3.4	-15.4	-8.0	-0.4	-0.9
CC1(C)C(=O)Nc2ccccc2N1C(=O)COC(=O)Cc1c(F)cccc1Cl	12.8	2.9	17.1	-8.2	8.7	4.8	0.3	9.6	-5.4	0.2	13.7
CNC(=S)N1CCc2cc(OC)c(OC)cc2C1	12.1	-4.5	-3.9	-9.0	-1.9	4.2	1.6	5.9	-2.3	-0.1	-11.8
CCn1c(=O)c2cc(C(=O)N(C)c3ccc(OC)cc3OC)sc2c2ccccc21	11.1	-4.5	23.0	·	10.4	1.0	1.2	3.4	-4.4	0.1	46.8
O=C(CSc1ccccc1C(=O)O)c1ccc(Cl)cc1	-136.3	14.5	-138.5	-59.6	5.4	1.1	-0.1	0.8	-7.3	0.0	-91.2
Cc1nc2ccccc2c2c1CC(C)S2 (centres undefined)	5.4	-1.8	-3.6	-7.0	11.9	-0.9	-0.6	2.8	2.2	0.4	-34.5
Cc1cc(C(F)(F)F)nc(SCC(=O)NC2=NC(=O)C(C)S2)n1 (centres undefined)	7.7	-4.3	7.6	-3.2	-0.7	2.7	-1.6	20.8	7.4	-0.1	-11.2
O=C(NCc1ccc2c3c(cccc13)C(=O)N2)c1cccs1	18.8	-20.9	24.6	-4.5	1.1	·	1.2	-4.3	-8.7	-0.1	-19.3
CCC(C)NC(=O)c1ccc(C)c(NC(=O)C2=C(C)OCCS2)c1 (centres undefined)	21.3	-1.3	9.7	-11.0	-3.2	0.2	-0.6	1.1	16.3	0.2	8.9
COc1cc(CNCc2ccccn2)ccc1OCC(=O)NC(C)(C)C	10.0	6.8	12.2	3.7	4.7	-3.9	4.5	-5.7	-3.0	0.6	10.5
O=C(/C=C/c1cccc([N+](=O)[O-])c1)NC1CC2CCC1C2 (centres undefined)	-83.6	-12.2	-39.0	-8.0	11.7	0.1	-0.9	-2.3	-34.2	0.1	7.8
CC[N+]1(CC)CC2=Cc3c(ccc4ccccc34)CC2C1 (centres undefined)	15.5	3.0	17.7	-2.4	3.4	3.7	0.5	-1.9	7.4	0.2	-15.0
CC(C)(C)c1ccccc1OCCOCCSc1ncccn1	-5.3	13.3	-11.4	2.8	5.6	1.1	1.2	4.4	-6.8	0.8	-0.6
Nc1nonc1-c1noc(-c2ccc(Br)o2)n1	-126.0	-16.5	-86.2	-23.7	-9.3	-4.4	0.2	2.9	-12.0	-0.3	-42.0
CCOC(=O)c1ccc(NC(=S)N2CCCC2c2ccc(OC)c(OC)c2)cc1 (centres undefined)	9.9	-1.5	10.5	15.7	-5.9	4.5	-0.5	-0.9	-6.7	-0.2	-12.1
CC(C)c1cccc(C(C)C)c1NC(=O)OC1CCCCC1	16.8	-1.7	12.6	6.2	16.1	·	-0.7	-7.9	·	-0.1	-2.7
Cc1occc1C(=O)Nc1c(Cl)cccc1Cl	10.8	18.9	25.3	-13.7	22.8	-0.7	-0.5	-12.8	6.3	0.0	3.1
CCc1noc(C)c1C(=O)NC1CCCc2c1cnn2-c1cc(C)cc(C)c1 (centres undefined)	-57.4	-22.8	-30.8	-10.2	-6.9	0.8	-0.2	1.2	-11.2	0.5	-21.5
NC(=O)c1nn(-c2ccccc2)nc1NC(=O)CSc1nnnn1-c1ccc(Cl)cc1	18.2	42.1	22.5	-6.2	-3.9	-2.6	-1.0	9.4	7.0	-0.5	92.2*
COc1ccc2c(c1OC)C(=O)N1C2SC(C)(C)[C@H]1C(=O)NCCCOC(C)C (some centres undefined)	7.6	-2.2	-10.2	5.3	-8.4	0.3	0.2	4.9	2.9	0.0	-9.4
CCc1cccc(CC)c1NC(=O)CN1C2CCCC1CC(NC(=O)Nc1cccc(OC)c1)C2 (centres undefined)	0.6	-5.8	20.1	27.4	-3.0	1.0	-0.1	-1.6	5.2	1.1	-34.8
Cc1ccc(C(=O)Oc2ccc(C(=O)COC(=O)c3cnccn3)cc2)cc1	12.4	4.5	-6.5	14.3	-14.8	-1.3	1.7	-2.6	-36.6	-0.4	11.0
O=C(NCc1ccco1)c1cccc(C(F)(F)F)c1	-1.0	4.8	-7.4	3.9	-6.8	-2.9	-0.4	4.7	-0.3	0.3	6.3

The closing 2 compounds of the part before are carried over, then new ones follow:
mol	HIF-2a block	TWEAK-Fn14 inh	Peg3 prom inh	Shn3 inh set2	CF NFkB block	NR2E3 ag-1	hiPSC survival	KKLEB cytotox	TRPM1 prom inh	aDG glyco act	NR2E3 ag-2
Cc1ccc(C(=O)Oc2ccc(C(=O)COC(=O)c3cnccn3)cc2)cc1	12.4	4.5	-6.5	14.3	-14.8	-1.3	1.7	-2.6	-36.6	-0.4	11.0
O=C(NCc1ccco1)c1cccc(C(F)(F)F)c1	-1.0	4.8	-7.4	3.9	-6.8	-2.9	-0.4	4.7	-0.3	0.3	6.3
O=C(c1ccc2c(c1)OCCO2)N1CCCCC1	-9.0	15.2	-5.3	-2.9	8.9	-0.6	-1.2	-0.8	1.7	0.5	-2.0
Cc1nc2ccccc2c(=O)n1NC(=O)c1ccco1	11.3	-1.1	-1.9	-14.6	-8.5	-7.7	-1.8	-2.3	4.3	-0.1	-21.8
CC1CCN(C(=O)CN2C(=O)c3cccc4cccc(c34)C2=O)CC1	-12.5	-6.8	-7.0	1.3	8.7	3.8	0.4	7.3	-10.8	-0.1	9.9
Cc1ccc(NC(=O)CSCC(=O)NCc2cccc(C(F)(F)F)c2)cc1	13.3	-6.9	14.4	-8.5	-7.0	-0.6	-0.4	-2.7	11.7	0.4	-2.1
O=[N+]([O-])c1ccccc1-c1ccc(C(=S)N2CCCCC2)o1	-298.1	-12.3	-204.1	-56.5	-10.9	-1.8	-0.7	-3.7	-22.9	0.3	-79.4
O=C(Nc1ccc(S(=O)(=O)N2CCCC2)cc1)C1CC(=O)N(c2ccc(F)cc2)C1 (centres undefined)	12.8	16.3	11.2	7.3	4.8	-0.1	-0.5	1.8	2.9	-0.1	-7.2
O=C(Nc1nnc(-c2ccc(Cl)cc2)o1)NC1CCCCC1	-32.5	-9.3	-38.5	·	-8.3	-1.6	-3.1	10.6	-4.1	0.3	-8.9
CCC(NC(=O)c1cc(COc2cc(C)c(Cl)c(C)c2)on1)c1ccncc1 (centres undefined)	-20.1	-1.5	-2.0	44.9	-27.4	1.3	-0.5	-1.8	-0.6	0.8	41.5
O=C(COC(=O)/C=C/c1cccs1)NC1CCCCC1	2.3	-1.6	-4.8	-2.5	6.5	-4.6	0.1	-3.3	-8.4	0.0	3.0
CC(c1ccco1)N(C(=O)c1ccccc1NS(=O)(=O)c1ccc(Cl)c([N+](=O)[O-])c1)c1ccccn1 (centres undefined)	8.9	38.5	45.2	-8.6	17.3	5.5	1.5	-3.5	0.6	-0.1	-7.0
COc1ccc(CN2CCN(S(=O)(=O)c3ccc(C)cc3)CC2)cc1Br	9.9	-8.5	15.8	5.4	2.9	-5.7	-1.2	-0.4	-1.0	0.2	22.1
CC(C)c1onc(C(=O)N2C(C)CCCC2C)c1[N+](=O)[O-] (centres undefined)	9.1	0.2	7.2	8.7	-0.8	-1.6	3.7	-4.3	8.3	0.0	2.5
Cn1cc([N+](=O)[O-])c(C(=O)Nc2ccc(Br)cn2)n1	-437.9	-9.0	14.8	-9.7	16.2	0.7	-1.2	9.6	-4.0	0.3	-32.4
CC(C)(C)n1nnnc1C(c1cccs1)N1CCN(Cc2ccccc2)CC1 (centres undefined)	9.2	-3.1	20.8	3.7	-3.5	0.6	4.7	8.4	2.3	0.1	-8.0
CC1CCc2c(sc(Nc3nc4c(F)cccc4s3)c2C(N)=O)C1 (centres undefined)	-43.2	28.3	1.3	-18.5	26.0	-0.4	1.7	-9.8	9.2	0.2	-42.6
COCC(C)NC(=O)COc1nncc2ccccc12 (centres undefined)	10.3	7.2	0.6	-7.3	-16.5	-3.9	-0.5	5.2	3.7	-0.1	11.2
Cc1ccccc1OCCCSc1nc2ccccc2[nH]1	-130.1	12.9	-104.5	-4.7	29.6	-1.6	2.2	-2.9	-9.0	0.8	-13.2
Cc1nn(Cc2c(F)cccc2Cl)c(C)c1[N+](=O)[O-]	24.5	-7.5	16.9	3.3	-30.1	3.2	0.6	-1.3	-2.3	-0.4	0.1

3 entries out of the list above, sorted by their value in aDG glyco act, rising:
| molecule | HIF-2a block | TWEAK-Fn14 inh | Peg3 prom inh | Shn3 inh set2 | CF NFkB block | NR2E3 ag-1 | TRPM1 prom inh | aDG glyco act | NR2E3 ag-2 |
| --- | --- | --- | --- | --- | --- | --- | --- | --- | --- |
| CC(c1ccco1)N(C(=O)c1ccccc1NS(=O)(=O)c1ccc(Cl)c([N+](=O)[O-])c1)c1ccccn1 (centres undefined) | 8.9 | 38.5 | 45.2 | -8.6 | 17.3 | 5.5 | 0.6 | -0.1 | -7.0 |
| CC1CCc2c(sc(Nc3nc4c(F)cccc4s3)c2C(N)=O)C1 (centres undefined) | -43.2 | 28.3 | 1.3 | -18.5 | 26.0 | -0.4 | 9.2 | 0.2 | -42.6 |
| O=C(c1ccc2c(c1)OCCO2)N1CCCCC1 | -9.0 | 15.2 | -5.3 | -2.9 | 8.9 | -0.6 | 1.7 | 0.5 | -2.0 |

This is a random part of the collection (roughly 4.4% active in at least one column).
